# Chronic BCR inh: chronic active BCR signaling inhibition; ABC-DLBCL IkBa-CBG/CBR reporter, luminescence ratio, 4 h; hit rate 0.05% among 340,000; Potency, µM (doses to about 46.1 µM), without a hit: top-dose ratio change, negative = lower green/red ratio, actives largely listed as inhibitors; active = well fitted inhibition curve with a large enough effect in the signal ratio, with a control signal flat, not every such curve was filed as active; inconclusive = small, poorly fitted or top-dose-only effect, or effect the other way, or a change in a side signal; the % refers to the signal ratio;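 note: potency is the fitted concentration of half-maximal effect; plate controls were basal doxycycline-induced cells for no effect and cells given 10 µM MG132 for full effect; MG132 reads +100%, hits lower the ratio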
#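 TMD8 human ABC-DLBCL cells with doxycycline-inducible IκBα–green luciferase fusion and unfused red luciferase, in 0.5% FBS medium; compounds up to 46 uM, 4 h at 37C. Green/red luminescence ratio, filter-overlap corrected, fitted to concentration-response curves.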
# TSHR antagonist: antagonists of human thyroid stimulating hormone receptor | TSHR-expressing cells, TSH-stimulated cAMP HTRF, 2 h; hits give low values | activity change, negative = inhibition, % at 11.5 µM | hit rate 0.2% among 330,000;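 active = activity change below a set negative limit, meaning inhibition stronger than a set level, cut at about -70% in these data; inconclusive = activity change between two set negative limits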; note: % is set by controls: 0 for no effect and ±100 for the full control effect
#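 Competitive HTRF cAMP read-out (cryptate anti-cAMP antibody, cAMP-d2; 30 min, room temperature) in freshly harvested TSHR cells. Compounds added before TSH at EC80 (4nM final), followed by 2 hours' incubation at 37 deg C.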
# S-ASM inh: blocks human secretory acid sphingomyelinase; placental ASM, HMU-PC fluorogenic substrate, 60 min; Potency, µM (doses to about 57.5 µM), without a hit: top-dose activity change, negative = inhibition, hits mostly inhibitors; hit rate 0.006% among 340,000; note: potency is the fitted concentration of half-maximal effect
#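 Fluorogenic HMU-PC substrate (9 uM final) is turned over by placental ASM in 60 min at 37 C after a 10 min compound preincubation. Reaction ended by alkaline stop (pH 10), with fluorescence read at 386/447 nm.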
# Menin-MLL TR inh: displaces Texas Red mutant MLL peptide from human menin | O00255 | Menin + Texas Red MLL mutant peptide, fluorescence polarization | Potency, µM (series often up to 61.6 µM), without a hit: top-dose FP activity change, negative = inhibition, hits mostly inhibitors | hit rate 0.23% among 270,000; active = well fitted inhibition curve with a large enough effect in the polarisation, with a control signal flat, not every such curve was filed as active; inconclusive = small, poorly fitted or top-dose-only effect, or effect the other way, or a change in a side signal; inactive = no such curve, though single readings can be large or run the other way; the % refers to the polarisation; note: potency is the fitted concentration of half-maximal effect; % of control where 0% means no effect; many of its hits are not listed in these tables
# KCNH2 WT inh: inhibitors of human wildtype KCNH2 potassium channel; U2OS, BacMam KCNH2, thallium flux FluxOr; hits give low values; AID 720551; Q12809; hit rate 0.37% among 340,000; activity change, % at 1.84 µM;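 active = maximum activity change below -70%; inconclusive = maximum activity change between -70% and -50%; inactive = maximum activity change above -50%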; note: % is set by controls: 0 for no effect and ±100 for the full control effect
#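 U2OS cells transduced with wild-type KCNH2 virus are loaded with FluxOr dye for 45 min, and thallium flux is measured in kinetic reads before and after stimulation buffer. Rate constants are normalized to DMSO controls.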
# PKM2 activator: PKM2 (human) enzyme activation; Potency, µM (doses to about 57.5 µM), for the others: top-dose activation, usual class: activators; hit rate 0.34% among 260,000; P14618; purified PKM2, Kinase-Glo ATP luminescence, activation; response scale: 0% is enzyme alone, no compound; note: potency is the fitted concentration of half-maximal effect; % is set by controls: 0 for no effect and ±100 for the full control effect; nearly all actives have a fitted effect of over 55% in size
# Target sequence (P14618 whole entry, looked up): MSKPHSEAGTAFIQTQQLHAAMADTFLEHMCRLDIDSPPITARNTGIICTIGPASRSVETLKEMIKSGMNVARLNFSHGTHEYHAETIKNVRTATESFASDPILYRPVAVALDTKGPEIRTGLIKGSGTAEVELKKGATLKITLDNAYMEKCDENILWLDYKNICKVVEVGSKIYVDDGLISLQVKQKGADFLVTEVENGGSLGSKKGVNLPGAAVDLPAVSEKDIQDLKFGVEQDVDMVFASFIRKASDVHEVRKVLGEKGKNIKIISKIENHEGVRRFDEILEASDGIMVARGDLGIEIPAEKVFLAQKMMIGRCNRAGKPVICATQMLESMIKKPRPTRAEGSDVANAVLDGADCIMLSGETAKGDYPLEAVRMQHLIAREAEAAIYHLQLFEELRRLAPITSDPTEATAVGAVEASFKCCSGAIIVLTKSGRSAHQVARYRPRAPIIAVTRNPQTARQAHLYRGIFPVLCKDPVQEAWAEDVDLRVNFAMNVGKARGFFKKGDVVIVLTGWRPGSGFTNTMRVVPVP
#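 Purified hPK-M2 (>95% pure) converted ADP (0.1 mM final) to ATP with 0.5 mM PEP in 50 mM imidazole pH7.2, KCl, MgCl2, Tween 20, BSA; 1 h at room temperature. ATP detected by Kinase-Glo luminescence.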
# Eya2 inh: blocks the phosphatase activity of human Eya2 | O00167 | recombinant Eya2, OMFP fluorescence dephosphorylation (OMFP is methylfluorescein phosphate) | Potency, µM (highest dose often 76.9 µM), inactives show top-dose activity, negative = inhibition, most hits filed as inhibitors | hit rate 0.006% among 330,000; note: potency is the fitted concentration of half-maximal effect; % is set by controls: 0 for no effect and ±100 for the full control effect
#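 Eya2 protein (added as 0.2 uM solution) was preincubated with compound for 10 min at ambient temperature in 50 mM HEPES pH 7.5, 50 mM NaCl, 5 uM MgCl2, 0.05% BSA, 1 mM DTT. OMFP (added at 50 uM) then reacted 10 min; fluorescence read at 485/525 nm.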
# MBNL1-CUG inh: blocks human MBNL1 binding to CUG repeat RNA. TR-FRET MBNL1-His/biotin-(CUG)12 binding, 665/545 ratio. hit rate 0.036% among 280,000. Potency, µM (titrated, usually from 57.5 µM), for inactives: at the highest dose activity change, negative = inhibition, hits mostly inhibitors; active = well fitted inhibition curve with a large enough effect in the signal ratio, with a control signal flat, not every such curve was filed as active; inconclusive = small, poorly fitted or top-dose-only effect, or effect the other way, or a change in a side signal; inactive = no such curve, though single readings can be large or run the other way; the % refers to the signal ratio; note: potency is the fitted concentration of half-maximal effect; % is set by controls: 0 for no effect and ±100 for the full control effect
# Target sequence (Q9NR56 whole entry, looked up): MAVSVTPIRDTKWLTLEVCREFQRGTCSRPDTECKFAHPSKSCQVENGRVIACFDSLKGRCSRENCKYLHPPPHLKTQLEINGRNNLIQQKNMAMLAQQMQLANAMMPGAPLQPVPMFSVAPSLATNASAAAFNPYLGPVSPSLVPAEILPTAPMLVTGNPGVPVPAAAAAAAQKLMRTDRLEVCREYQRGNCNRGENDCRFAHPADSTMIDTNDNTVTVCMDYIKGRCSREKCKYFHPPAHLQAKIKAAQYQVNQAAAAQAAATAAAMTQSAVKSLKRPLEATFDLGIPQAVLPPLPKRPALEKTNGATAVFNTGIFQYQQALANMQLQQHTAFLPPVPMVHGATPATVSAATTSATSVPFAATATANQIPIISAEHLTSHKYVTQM
#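 Ratiometric TR-FRET (665 over 545 nm, excitation 340 nm) tracks disruption of MBNL1-His/biotin-(CUG)12 complex after 60 min at room temperature, with compounds at 92 nM to 58 uM final.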
# Mito fusion act: inhibitors of mitochondrial division or activators of mitochondrial fusion. S. cerevisiae fusion-defective mutant growth rescue, CellTiterGlo 48 h. hit rate 0.23% among 320,000. AID 485298. Potency, µM (top dose mostly 46.1 µM), without a hit: at the top dose growth rescue (activation), usual class: activators;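 note: potency is the fitted concentration of half-maximal effect; % of control where 0% means no effect; nearly all actives have a fitted effect of over 45% in size; temperature-sensitive fusion mutants such as fzo1-1 at 37 °C on non-fermentable ethanol glycerol medium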
#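 Compounds are tested for their ability to restore growth of mitochondrial fusion-defective yeast strains at non-permissive 37C in YPEG medium over 48 hours. Viability is quantified by luciferase luminescence.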
# GALK inh: galactokinase (human) inhibition. P51570. Purified GALK, Kinase-Glo residual ATP luminescence. Potency, µM (titrated, usually from 57.5 µM), inactives show at the highest dose activity change, negative = inhibition, usual class: inhibitors. hit rate 0.007% among 270,000. AID 1868; note: potency is the fitted concentration of half-maximal effect; % is set by controls: 0 for no effect and ±100 for the full control effect
#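 The enzyme phosphorylates galactose (100 uM) using ATP (35 uM); inhibition is detected as higher residual ATP, quantified by bioluminescence after 1 h reaction at room temperature, pH 8.0.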
# USP2a block: USP2a (human) protease inhibition; O75604; USP2 core, Ub-CHOP2 coupled fluorogenic reporter, 485/531; Potency, µM (titrated, usually from 38.3 µM), for the others: at the top dose activity change, negative = inhibition, hits mostly inhibitors; hit rate 0.01% among 330,000; AID 463254;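 note: potency is the fitted concentration of half-maximal effect; plate controls were DMSO wells for no effect and full inhibition by NEM control for full effect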
#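 Cell-free coupled assay: 10nM USP2 core preincubated 30min RT with compound in Tris-HCl pH 8.0/CaCl2/CHAPS buffer, then 25nM Ub-CHOP2 and 25nM reporter substrate; fluorescence (Ex 485/Em 531) read after 60min RT, normalized to NEM inhibition, concentration-response curves fitted.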
# An asterisk follows results filed as active; ? = inconclusive; / = no result given; [ ] = dose if it differs, or a comment. Unless noted, calls come from the whole dose curve; as a rule, active = well fitted curve in the direction sought with a large enough effect; inconclusive = small, poorly fitted or top-dose-only effect, or another doubt; inactive = no such curve, though single readings can be large; an effect the other way counts as inactive or inconclusive.
SMILES,Chronic BCR inh,TSHR antagonist,S-ASM inh,Menin-MLL TR inh,KCNH2 WT inh,PKM2 activator,Eya2 inh,MBNL1-CUG inh,Mito fusion act,GALK inh,USP2a block
CCc1nn2c(NCCCO)cc(C)nc2c1-c1ccc(F)cc1,-3%,15,0%,7%,16,0%,-9%,0%,0%,3%,-6%
COCON1C(=O)CN(C(C)=O)C1c1ccc(Cl)cc1Cl (stereo unspecified),2%,33,0%,-2%,-21,1%,6%,4%,-3%,-1%,4%
Cc1nn(C(C)C(=O)NC2CCCCC2)c(=O)c2nn(-c3ccccc3)c(C)c12 (stereo unspecified),-4%,-11,0%,/,-2,/,-1%,-1%,-10%,-7%,2%
COc1ccc(CN2C(=O)c3cccnc3C2=O)cc1S(=O)(=O)NCc1ccco1,-8%,11,-3%,4%,-8,/,7%,?,-4%,11%,2%
CC1(c2ccccc2Cl)NC(=O)N(CC(=O)Nc2ccc(N3CCOCC3)cc2)C1=O (stereo unspecified),-3%,-6,3%,/,-5,/,-11%,/,/,/,1%
CCn1cc(/C=C(/C#N)S(=O)(=O)c2ccccc2)cn1,-7%,/,3%,25%,25,-14%,-20%,?,-3%,-2%,1%
O=C(COC(=O)c1ccc(O)cc1)Nc1ccc2c(c1)OCCO2,-4%,3,-1%,/,2,/,2%,/,/,/,2%
CC(NC(=O)c1ccc(S(=O)(=O)Nc2ccccc2)cc1)c1ccc(S(N)(=O)=O)cc1 (stereo unspecified),-10%,-5,0%,/,1,/,5%,/,2%,/,1%
COc1ccc(S(=O)(=O)NC2CC3CCC2C3)cc1Br (stereo unspecified),0%,-8,-7%,9%,19,0%,3%,-8%,-26%,0%,-2%
O=C(O)c1ccc(N=Cc2c(O)ccc3ccccc23)cc1,-2%,4,1%,34%[activator],-7,5%,-10%,5%,-1%,-3%,0%
CC(C)(C)[C@@H]1COC(=O)[C@H](Cc2ccc(F)cc2)CC/C=C\C[C@@H](CC(=O)NCCO)C(=O)N1,-3%,-6,-4%,/,-1,/,-2%,/,/,/,-3%
Cc1cc(Cl)ccc1C(=O)C1CCCN(C(=O)c2ccc3ncccc3c2)C1 (stereo unspecified),-1%,-13,1%,-20%,-46,0%,-4%,6%,7%,-1%,0%
COCC(C)NC(=O)C1CCN(S(=O)(=O)c2ccc3ccccc3c2)CC1 (stereo unspecified),-4%,-6,4%,/,5,/,-22%,/,-5%,/,2%
CCN(C(=O)CSc1nnc(-c2ccccc2)n1C)C1CCS(=O)(=O)C1 (stereo unspecified),1%,16,5%,5%,-2,-23%,3%,-8%,-6%,-3%,0%
O=C(O)c1ccc(/C=N/n2c(C3CCCCC3)n[nH]c2=S)cc1,-3%,-11,28%,6%,5,/,-11%,0%,-23%,-2%,3%
COc1ccc(CNC(=O)C2CCN(S(=O)(=O)c3ccc(Br)s3)CC2)cc1,4%,4,2%,18%,1,?,-6%,-2%,0%,4%,4%
COc1cc(OC)c2c(=O)cc(-c3ccccc3)oc2c1,?,-1,7%,?,1,-11%,0%,-1%,-1%,-2%,-1%
COc1ccc(NC(=O)CN2CCCN(S(=O)(=O)c3ccc(F)cc3)CC2)c(OC)c1,5%,14,-3%,-3%,14,4%,-24%,-3%,29%,0%,1%
COC(=O)c1ccccc1NC(=O)N1CCN(S(C)(=O)=O)CC1,0%,5,3%,6%,-5,-1%,0%,1%,-4%,7%,2%
CC(=O)Nc1ccc(S(=O)(=O)NCCCN2CCOCC2)cc1,1%,14,7%,6%,37,/,-9%,-2%,0%,-2%,2%
CCCN1CCC(NC(=O)C2CCCCC2C(=O)O)CC1 (stereo unspecified),0%,8,3%,-2%,13,6%,0%,-11%,-2%,-4%,-3%
Cc1ccc(S(=O)(=O)NCC(=O)NC2CCCCCC2)cc1,7%,6,0%,3%,-7,-4%,20%,-6%,1%,1%,-1%
Cc1ccc(NC(=O)CN2CCc3ccccc3C2)cc1C,-8%,-7,2%,-13%,2,1%,-9%,-5%,-7%,4%,3%
CC(=O)c1ccc(OC(=O)C2CSC3(C)CCC(=O)N23)cc1 (stereo unspecified),3%,24,7%,/,1,/,9%,/,-1%,/,3%

# Results in TSHR antagonist (2 entries from above):
compound | TSHR antagonist
CC(NC(=O)c1ccc(S(=O)(=O)Nc2ccccc2)cc1)c1ccc(S(N)(=O)=O)cc1 (stereo unspecified) | -5
COc1ccc(S(=O)(=O)NC2CC3CCC2C3)cc1Br (stereo unspecified) | -8

# Further records
SMILES,Chronic BCR inh,TSHR antagonist,S-ASM inh,Menin-MLL TR inh,KCNH2 WT inh,PKM2 activator,Eya2 inh,MBNL1-CUG inh,Mito fusion act,GALK inh,USP2a block
O=[N+]([O-])c1cccc(S(=O)(=O)NCC2CC3CCC2C3)c1 (stereo unspecified),7%,0,-4%,4%,-3,/,-5%,?,0%,3%,-1%
Fc1ccc(CN2CCCCCCC2)cc1F,5%,12,7%,-9%,7,2%,-11%,-5%,3%,5%,8%
O=C(N/N=C/c1cc([N+](=O)[O-])ccc1O)NC12CC3CC(CC(C3)C1)C2,2%,-20,-3%,?,6,7%,1%,9%,9%,/,-1%
N#Cc1c(N)nc2c(c1-c1ccc(Br)s1)CCCC2,6%,8,9%,0%,4,0%,-17%,6%,-9%,1%,0%
COc1cccc(CN(C)C(=O)C2CCC(=O)N(Cc3cccc(F)c3)C2)c1 (stereo unspecified),-1%,1,0%,/,8,0%,-6%,-5%,2%,3%,-1%
CCOc1cc(CNCc2ccc3c(c2)OCO3)ccc1OC,-2%,4,-1%,8%,-1,1%,9%,1%,-1%,-4%,0%
COC(=O)CCCC1=CC2=C(c3ccccc3)C(=O)C(C)(OC(=O)C3CCCC3)C(=O)C2=CN1C1CC1 (stereo unspecified),9%,-1,19%,-3%[11.7 µM],-2,-7%[11.5 µM],4%,?,1%,-3%,-3%
O=C(CNC(=O)c1ccco1)Nc1ccc(F)cc1,-3%,-15,0%,11%,-21,7%,10%,-2%,-4%,0%,3%
COCCNC(=O)C(c1ccc(OC)cc1)N(C(=O)Cn1nnc2ccccc21)c1cccnc1 (stereo unspecified),-14%,61,-2%,?,0,4%,4%,2%,-1%,0%,3%
Cc1ccc(/C=N/N2CCN(c3ccccn3)CC2)o1,?,-5,2%,/,1,-5%,-12%,?,1%,8%,-6%
Cc1ccc(C)c(OCCC(=O)NNC(=O)Cn2nc(C)cc2C)c1,-1%,9,/,/,-8,/,-11%,/,5%,/,0%
COc1ccccc1N1C(=O)CC(N2CCN(c3ccc([N+](=O)[O-])cc3)CC2)C1=O (stereo unspecified),4%,13,-4%,7%,8,3%,12%,?,-3%,-4%,-1%
N#Cc1nc(COc2ccccc2F)oc1NCCc1ccccc1,11%,-49,2%,23%,-17,13%,4%,4%,21%,5%,3%
Cc1nc(CN2CCN(C(=O)NC3(c4ccccc4)CC3)CC2)cs1,1%,3,5%,-2%,-2,-1%,0%,-3%,-5%,-2%,3%
CC(=O)c1cccc(NC(=O)c2cnn3ccccc23)c1,?,11,-2%,14%,-13,-8%,12%,5%,-2%,3%,1%

# Arranged by heavy-atom count (lowest first): some entries from above.
SMILES,Chronic BCR inh,TSHR antagonist,S-ASM inh,Menin-MLL TR inh,KCNH2 WT inh,PKM2 activator,Eya2 inh,MBNL1-CUG inh,Mito fusion act,GALK inh,USP2a block
Fc1ccc(CN2CCCCCCC2)cc1F,5%,12,7%,-9%,7,2%,-11%,-5%,3%,5%,8%
COc1cccc(CN(C)C(=O)C2CCC(=O)N(Cc3cccc(F)c3)C2)c1 (stereo unspecified),-1%,1,0%,/,8,0%,-6%,-5%,2%,3%,-1%
COc1ccccc1N1C(=O)CC(N2CCN(c3ccc([N+](=O)[O-])cc3)CC2)C1=O (stereo unspecified),4%,13,-4%,7%,8,3%,12%,?,-3%,-4%,-1%

# Not all compounds are listed; rates above refer to the full screens.
